VEEV TC-83 Vero: inhibitors of VEEV TC-83 cytopathic effect, confirmation, Vero cells (AID 588727); Vero cells, VEEV TC-83 cytopathic effect inhibition; higher % means a stronger effect; inhibition, % at 20 µM; hits with a dose series show IC50 in µM; actives 0.13% (n = 350,000); in the data active = a potency from the dose series; also: strong numbers were not always called active
* hit, by the source's call; i = inactive. Some of the compounds tested; rates above refer to the full screens.

The first three records as a preview:
canonical_smiles,VEEV TC-83 Vero
CS(=O)(=O)c1ccc(C2=C(CNC(=O)c3nccs3)[C@H]3CC[C@@H](C2)N3Cc2ccco2)cc1,3.1%
Cc1cccnc1NS(=O)(=O)c1ccccc1,i
Cc1ccc([C@H]2C[C@@H](n3cc(C4CC4)nn3)[C@H](O)CN2CC2CCCCC2)cc1,i

Main list, from the start:
canonical_smiles,VEEV TC-83 Vero
CS(=O)(=O)c1ccc(C2=C(CNC(=O)c3nccs3)[C@H]3CC[C@@H](C2)N3Cc2ccco2)cc1,3.1%
Cc1cccnc1NS(=O)(=O)c1ccccc1,i
Cc1ccc([C@H]2C[C@@H](n3cc(C4CC4)nn3)[C@H](O)CN2CC2CCCCC2)cc1,i
Cc1ccc(S(=O)(=O)N2CC3(O)CN(C(=O)OC(C)C)N(C(=O)OC(C)C)CC3(OC(=O)NCC3CCCCC3)C2)cc1 (centres undefined),7.1%
O=C(C1CCCCC1)N1C[C@@H](n2cc(-c3ccc(F)cc3)nn2)[C@H](O)C[C@@H]1c1ccc(Cl)cc1,7.0%
Cc1cc(N2CCN(C(=O)c3ccoc3)CC2)n2nc(-c3ccccc3)cc2n1,9.5%
FCc1nc2nc(Cl)c(Cl)nc2[nH]1,1.0%
C[C@@H]1CN([C@H](C)CO)C(=O)CCCn2cc(nn2)CO[C@H]1CN(C)C(=O)Nc1ccnc(N2CCOCC2)c1,6.9%
O=C1CCC(C(=O)N2CCN(c3ccccc3)CC2)CN1Cc1ccc(Cl)cc1 (centres undefined),i
COc1ccc(C(CC(=O)c2ccc(C)cc2)Sc2ccccc2N)cc1 (centres undefined),i
COc1ccc2c(Cl)cc(NC(=O)Nc3c(C)cccc3C)nc2c1,0.6%
COC(=O)c1cc(S(=O)(=O)NCC(C)c2ccccc2)c[nH]1 (centres undefined),1.3%

Next entries follow.
canonical_smiles,VEEV TC-83 Vero
C#CCN(C[C@@H]1[C@@H](OC(=O)NCc2ccco2)[C@@H](OC(=O)NCc2ccco2)Cn2c(=O)n(CCCCCC)c(=O)n21)S(=O)(=O)c1ccc(C)cc1,6.4%
COc1ccc(S(=O)(=O)N2CC=C(c3ccccc3)CC2)cc1OC,i
COCCn1c(=S)[nH]c2cc(C(=O)NCc3ccc(F)cc3)ccc2c1=O,1.9%
O=c1[nH]nc(-c2ccc[nH]2)[nH]1,i
COc1cc(C(=O)N2CCOC23CCN(Cc2ccccc2)CC3)cc(OC)c1OC,1.1%
CC(C)N(Cc1ccccc1)S(=O)(=O)c1ccc(-n2cccn2)cc1,1.6%
COc1ccc(N2CCN(CCCn3ccc(NC(=O)OCc4ccccc4)nc3=O)CC2)cc1,0.7%
CC(=O)Nc1cccc(/C(C)=N/NC(=O)c2cccc(S(=O)(=O)N3CCCC3)c2)c1,1.6%
CCn1cc(C(=O)N2CCCC(C(=O)c3cccc(C(F)(F)F)c3)C2)cn1 (centres undefined),0.6%
Cc1[nH]c(=O)[nH]c(=O)c1C=CC(=O)NC(CO)CS(=O)Cc1ccccc1 (centres undefined),0.8%
CC(Cc1ccccc1)NC(=O)CCNNC(=O)c1ccncc1 (centres undefined),0.2%
CCn1ncc(CN2CCC(n3nccc3NC(=O)c3ccccc3Cl)CC2)c1C,i

More compounds
canonical_smiles,VEEV TC-83 Vero
CCCCCCN1C[C@@H](n2cc(-c3ccc(F)cc3)nn2)[C@H](O)C[C@@H]1c1ccc(OC)cc1,3.2%
CC1CN(C(=O)COC(=O)c2ccc3ccccc3c2)CC(C)O1 (centres undefined),i
COc1ccc(C(=O)N/C(=C\c2ccc(-c3cccc([N+](=O)[O-])c3)o2)C(=O)NCCCN2CCOCC2)cc1,4.6%
Cc1cc(C)c2cc(C#N)c(NCCCNC(=O)c3ccncc3)nc2c1,2.4%
CN(C(=O)C(C)(C)C)[C@H]1C[C@H]2c3[nH]c4ccccc4c3CCN2C(=O)[C@H]1CO,i
CSC[C@H]1CN(c2ccccc2)C(=O)[C@@H]1CC(=O)Nc1ccc(Br)cc1,2.3%
CC(C)NC(=O)N(C)C[C@H]1Oc2ncc(Br)cc2C(=O)N([C@H](C)CO)C[C@@H]1C,i
CCCCCCN1C[C@H](O)[C@@H](n2cc(-c3ccc(F)cc3)nn2)C[C@@H]1c1ccc(C)cc1,i
CC(C)(C)NC(=O)CN1C(=O)c2cccc3cccc1c23,i
CCN1C(=O)[C@H]2[C@@H](c3ccc(C)cc3)N[C@]3(CCCN(Cc4ccc(F)cc4)C3=O)[C@H]2C1=O,i
COc1ccc(CCNCCC(c2ccccc2)c2ccccc2)cc1OC,i
COc1cc(-n2c(=S)[nH]c3ccc(C)cc3c2=O)c(Cl)cc1Cl,2.7%

Brought forward from above: 3 entries, then new ones.
canonical_smiles,VEEV TC-83 Vero
CCN1C(=O)[C@H]2[C@@H](c3ccc(C)cc3)N[C@]3(CCCN(Cc4ccc(F)cc4)C3=O)[C@H]2C1=O,i
COc1ccc(CCNCCC(c2ccccc2)c2ccccc2)cc1OC,i
COc1cc(-n2c(=S)[nH]c3ccc(C)cc3c2=O)c(Cl)cc1Cl,2.7%
O=c1cc(-c2ccccc2)nc2c(Cl)cc(Cl)cn12,11%
O=C(O)c1c[nH]c2nccnc12,2.7%
COc1cccc(S(=O)(=O)N(C)C[C@@H]2OCc3cn(nn3)CCCC(=O)N([C@@H](C)CO)C[C@H]2C)c1,9.5%
CCCCN(C(=O)CCOc1ccc(OCC)cc1)c1c(N)n(Cc2ccccc2)c(=O)[nH]c1=O,1.6%
COc1ccc(NC(=O)COC(=O)C2CCCN2C(=O)OC(C)(C)C)cc1Cl (centres undefined),0.3%
O=C(NCCS(=O)(=O)NCc1cccs1)c1ccccc1,1.5%
Cc1cc(OCC(=O)OC(C)C(=O)NC2CC2)c(C(C)C)cc1Cl (centres undefined),0.5%
COC(=O)C1=C(c2ccccc2OCc2ccccc2)C[C@@H]2CC[C@H]1N2C,i
C[C@@H]1CCCCO[C@@H](CN(C)CC2CCCCC2)[C@@H](C)CN([C@H](C)CO)C(=O)c2cc(NS(=O)(=O)c3ccc(Cl)cc3)ccc2O1,i
C[C@H](CO)N1C[C@H](C)[C@H](CN(C)S(=O)(=O)c2cn(C)cn2)OCc2cnnn2CCCC1=O,i
NC(=O)NC(CC(=O)OCC(=O)Nc1nnc(-c2ccccc2)o1)c1ccc(Cl)cc1 (centres undefined),4.0%
O=S(=O)(c1ccc(NC(=S)N2CCOCC2)cc1)N1CCCCC1,i

Additional results.
canonical_smiles,VEEV TC-83 Vero
O=C(Cc1cccs1)NCCS(=O)(=O)N1CCN(c2ccccc2)CC1,0.2%
CCNC(=S)N1CCC(C(=O)c2ccc(F)cc2)CC1,i
C[C@@H]1CN([C@@H](C)CO)C(=O)CCCn2nncc2CO[C@@H]1CN(C)C(=O)C1CCCCC1,1.3%
Nc1nc(N)c2c(n1)CN(Cc1ccc(Cl)cc1)C2,1.7%
c1ccc(COc2ncnc3c2ncn3CCCNCc2cccs2)cc1,2.6%
NC(=O)NN=C1CCN2CCCc3cccc1c32,i
NC(=O)c1nc2c([nH]c1=O)CCCC2,0.3%
COc1ccc(S(=O)(=O)N2CCC(C(=O)NCCc3ccc(OC)c(OC)c3)CC2)cc1,i
CC1(C)Cc2cccc(OCC(=O)OCC(=O)Nc3ccc(S(N)(=O)=O)cc3)c2O1,1.5%
O=C(c1cccs1)N1C[C@@H](O)[C@H](n2cc(-c3ccc(F)cc3)nn2)C[C@@H]1c1ccccc1,0.7%
C[C@H](CO)N1C[C@H](C)[C@@H](CN(C)C(=O)Oc2ccc3ccccc3c2)OCc2cn(nn2)CCCC1=O,0.8%
Cc1cc(C)n2nc(SCC(=O)NC3(C#N)CCCCC3)nc2n1,1.3%

Later entries.
canonical_smiles,VEEV TC-83 Vero
Cc1ccc(S(=O)(=O)N2CCOCC2)cc1NC(=O)CSc1nnnn1C1CC1,i
Cc1ccnn1CCC(=O)N1CCCC(Nc2ccc(C(C)C)cc2)C1 (centres undefined),0.9%
O=C(c1ccco1)N1N=C(c2ccccc2O)CC1c1cccs1 (centres undefined),8.8%
CC(=O)Nc1ccc2cnn(C(C)=O)c2c1,1.1%
COc1cc2ccc(C(C)=NNC(N)=S)cc2cc1OC,11%
c1ccc(C2=NC(c3ccccc3)CC2)cc1 (centres undefined),i
CC(C)C1C(=O)N(Cc2cn(CCC3OCCCO3)nn2)CCS(=O)(=O)N1Cc1ccc(-c2ccncc2)cc1 (centres undefined),i
Cc1[nH]n(-c2ccc(C(=O)O)cc2)c(=O)c1CCO,0.2%
Cn1nnc(NC(=S)NC(=O)c2ccc3ccccc3c2)n1,i
Cc1ccc(C(=O)OCC(=O)Nc2cc(Cl)ccc2C#N)o1,1.8%
COc1cccc(N2CCN(C(=O)c3cccc(NC(=O)C4=C(C)OCCS4)c3)CC2)c1,7.4%
C[C@@H]1CN([C@H](C)CO)C(=O)CCCn2cc(nn2)CO[C@H]1CN(C)S(=O)(=O)c1ccc(-c2ccccc2)cc1,i

New compounds follow:
canonical_smiles,VEEV TC-83 Vero
N#CCCSC(=S)C1CCCC1=N (centres undefined),i
COc1cccc(NC(=O)CN(C)C(=O)c2cc(Cl)nc3ccccc23)c1,6.2%
CN(Cc1cnn(-c2ccccc2)c1)C(=O)c1cccc(S(=O)(=O)Nc2ccccc2F)c1,2.0%
O=C(CN1C(=O)NC2(CCc3ccccc32)C1=O)Nc1ccc(Cl)cc1F (centres undefined),i
Nc1cc(=O)[nH]c(SCc2ccccc2)n1,1.5%
CCCNC(=O)c1cc(S(=O)(=O)N2CCC3(CC2)OCCO3)ccc1F,0.9%
O=C(Cc1cccs1)N1Cc2ccccc2-n2nncc2C1,0.5%
O=C(NC(=S)Nc1c(Cl)cc(Cl)cc1Cl)c1ccccc1,0.5%
O=C(NCc1ccccc1F)c1ccc(S(=O)(=O)N2CCCC2)cc1,i
Cc1ccc([C@H]2C[C@@H](O)[C@H](n3cc(C4CC4)nn3)CN2C(=O)C2CCCCC2)cc1,i
COc1ccc(S(=O)(=O)N2CCN(CC(=O)c3c(N)n(C)c(=O)n(C)c3=O)CC2)cc1OC,1.3%
Cc1cc(N2CCOCC2)nc(N2CCOCC2)c1C#N,1.4%

Going on with the list.
canonical_smiles,VEEV TC-83 Vero
CCc1cccc(NC(=O)COC(=O)c2c(C)nn(-c3ccccc3)c2C)c1,7.4%
CCN(CC)C(=O)c1[nH]cnc1C(=O)Nc1ccccc1F,1.6%
Cc1cc(C)c(NC(=O)CN(C)C(=O)CCN2C(=O)C3CCCCC3C2=O)c(C)c1 (centres undefined),i
CC1=C(C(=O)N(C)C)CC(CC(=O)NCc2cccc3ccccc23)C(=O)N1CCC1=CCCCC1 (centres undefined),5.3%
CCOc1ccc(N=Cc2ccc([N+](=O)[O-])cc2)c(O)c1,6.2%
CCn1c(C)nnc1SCC(=O)Nc1ccc(OC)cc1,i
CCN1C(=O)[C@H]2[C@@H](c3ccc(OC)cc3)N[C@]3(CCCN(Cc4ccco4)C3=O)[C@H]2C1=O,i
COc1cccc(/C=C2\SC(=S)N(CCCC(=O)Nc3cccc(C(=O)O)c3)C2=O)c1,0.9%
Cc1noc(C)c1C(=O)OC(C)C(=O)c1ccc(C(C)(C)C)cc1 (centres undefined),0.3%
CCN(CC)CCCn1c2c(c(SCC(=O)Nc3cc(C)cc(C)c3)nc1=O)CCC2,5.5%
CCS(=O)(=O)N1CCC2(CC1)OCCN2S(=O)(=O)c1ccccc1,i
CC(=NCc1ccccc1)c1ccc(O)cc1O,0.1%

(continued)
canonical_smiles,VEEV TC-83 Vero
C[C@@H]1CN([C@H](C)CO)C(=O)CCCn2nncc2CO[C@H]1CN(C)Cc1ccccc1C(=O)O,i
CC1=C(C(=O)N(C(C)C)C(C)C)CC(CC(=O)NCc2cccs2)C(=O)N1Cc1ccccc1 (centres undefined),i
CC1(C)CC(=O)C=C(C(=O)N2CCCC(C(=O)c3cc(F)ccc3F)C2)O1 (centres undefined),0.8%
CCCn1c(N)c(C(=O)CSc2nnc(Cc3cccs3)n2C2CC2)c(=O)[nH]c1=O,i
O=C(C1CCCCC1)N1C[C@@H](O)[C@H](n2cc(-c3ccc(F)cc3)nn2)C[C@@H]1c1ccccc1,3.6%
COCCNC(=O)c1nn2c(C(F)(F)F)cc(-c3ccccc3)nc2c1Br,i
C#CCN(C[C@@H]1[C@@H](OC(=O)NC2CC2)[C@@H](OC(=O)NC2CC2)CN(C(=O)OC(C)C)N1C(=O)OC(C)C)S(=O)(=O)c1ccc(C)cc1,7.2%
COc1ccc(Cl)cc1NC(=O)C1CC(c2ccccc2Cl)=NO1 (centres undefined),i
CC(=O)c1c(C)[nH]c(C(=O)OCC(=O)N2CCN(c3ccccc3)CC2)c1C,i
COc1ccc(C(=O)NC(C)Cc2c[nH]c3ccccc23)cc1 (centres undefined),1.0%
CCCCCCN1C[C@H](n2cc(C3CC3)nn2)[C@@H](O)C[C@@H]1c1ccc(OC)cc1,0.2%
C[C@@H]1CCCCO[C@@H](CN(C)C(=O)c2ccncc2)[C@@H](C)CN([C@H](C)CO)C(=O)c2cc(N(C)C)ccc2O1,0.7%

Next part:
canonical_smiles,VEEV TC-83 Vero
NS(=O)(=O)c1cc(Br)c2c(c1)S(=O)(=O)NCN2,0.1%
Cc1cccc(-c2cc3nc(C)cc(=O)n3[nH]2)c1,0.3%
CCCN1CCN(C(=O)c2ccc3[nH]c(C)c(C)c3c2)CC1,2.1%
COc1ccc(CCNC(=O)CCCn2c(=S)[nH]c3ccsc3c2=O)cc1OC,i
CN(CCOc1ccccc1)C(=O)c1cc(S(=O)(=O)N2CCOCC2)c(Cl)cc1Cl,7.2%
COc1ccc(C(=O)NCC2(c3ccc(OC)c(OC)c3)CCCC2)cc1OC,0.5%
O=C(Nc1ccc(C(=O)N2CCOCC2)cc1)c1ccccc1Cl,2.7%
COc1ccc(OC)c(CN2CCN(C(=O)c3ccc(S(=O)(=O)N4CCCCCC4)cc3)CC2)c1,3.6%
C[C@H](O)[C@@H]1C(=O)N2CCc3c([nH]c4ccccc34)[C@@H]2C[C@@H]1N(C)C(=O)Nc1ccccc1,1.6%
O=C(CSc1nnc(-c2ccccc2F)n1C1CC1)N1CCCC1,i
